# Screening data (PubChem)
# UBC13 inh: human UBC13 polyubiquitination inhibition. P61088. UBC13 polyubiquitin chain formation, TR-FRET. 0.47% of 330,000 active. inhibition, % at 20 µM; in the data active means inhibition above about 45%, passing the limit was not always enough; inconclusive means no clear call, values can overlap the other calls
# Gli-Sufu block: antagonists of Gli-Sufu signaling. 0.74% of 340,000 active. inhibition, % at 5 µM. AID 588413. Sufu-KO-LIGHT fibroblasts, Gli luciferase reporter luminescence;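 active means inhibition above about 55%, limit read from the data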;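 further: 0% = DMSO-treated cells and 100% = wells with medium but no cells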
# APJ ag: APJ receptor agonism; 0.11% of 330,000 active; activation, % at 20 µM; CHO-K1 APJ PathHunter beta-arrestin, luminescence; 0% DMSO wells, 100% apelin; AID 2520; P35414;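 active means activation more than six SD over the plate average, tested at 20 µM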;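 further: 0% = DMSO alone and 100% = apelin-13 at 10 nM; some results filed as inactive read as strong as hits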
# Target sequence (P35414 whole entry, looked up): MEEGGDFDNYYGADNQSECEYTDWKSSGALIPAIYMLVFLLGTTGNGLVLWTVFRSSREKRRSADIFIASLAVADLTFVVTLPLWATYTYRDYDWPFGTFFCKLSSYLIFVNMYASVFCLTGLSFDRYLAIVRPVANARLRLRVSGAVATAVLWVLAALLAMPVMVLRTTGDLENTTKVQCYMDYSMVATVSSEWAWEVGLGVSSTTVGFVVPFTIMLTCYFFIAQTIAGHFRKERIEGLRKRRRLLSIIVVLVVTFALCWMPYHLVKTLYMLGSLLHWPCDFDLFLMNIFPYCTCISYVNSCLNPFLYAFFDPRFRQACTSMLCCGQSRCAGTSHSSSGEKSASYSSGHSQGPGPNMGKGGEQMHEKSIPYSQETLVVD
#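 Material: engineered CHO-K1 APJ arrestin reporter cells; amount: 1000 CHO-K1 reporter cells seeded per well; incubation: compound stimulation 90 min at 25 °C, detection 60 min; signal: luminescent beta-gal fragment complementation, chemiluminescent substrate; read-out basis: APJ agonist activity; controls: DMSO-only wells as negative, 10 nM Apelin-13 as positive control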
# ATG4B inh: inhibitors of human ATG4B cysteine protease | Q9Y4P1 | ATG4B cleavage of LC3-PLA2, NBD-HPC fluorescence, 1 h | inhibition, % at 8.33 µM | 0.51% of 340,000 active | AID 504462; in the data active means inhibition above about 40%
# Target sequence (Q9Y4P1 whole entry, looked up): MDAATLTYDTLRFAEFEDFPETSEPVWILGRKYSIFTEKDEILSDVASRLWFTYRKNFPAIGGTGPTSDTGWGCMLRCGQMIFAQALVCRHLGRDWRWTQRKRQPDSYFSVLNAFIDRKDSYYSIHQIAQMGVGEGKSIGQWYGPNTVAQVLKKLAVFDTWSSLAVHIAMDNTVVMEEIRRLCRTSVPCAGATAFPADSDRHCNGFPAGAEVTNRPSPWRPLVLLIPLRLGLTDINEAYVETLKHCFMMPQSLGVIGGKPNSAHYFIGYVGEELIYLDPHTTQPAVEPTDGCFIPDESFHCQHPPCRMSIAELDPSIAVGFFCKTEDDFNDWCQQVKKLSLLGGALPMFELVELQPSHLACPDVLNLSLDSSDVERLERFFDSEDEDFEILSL
# APJ antag: antagonists of human APJ apelin receptor; P35414; inhibition, % at 20 µM; 0.32% of 330,000 active; CHO-K1 APJ beta-arrestin complementation, luminescence;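 active means inhibition above about 40% at 20 µM, limit read from the data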;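 further: cells challenged with 10 nM apelin-13 agonist together with compound; plate controls were apelin-13 plus DMSO wells for no effect and DMSO wells lacking apelin-13 for full effect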
# EBI2 block: blocks human EBI2 receptor beta-arrestin signaling. P32249. EBI2 beta-arrestin recruitment, luminescence, 7a,25-OHC stimulated. inhibition, % at 5 µM. 0.81% of 360,000 active; in the data active means inhibition above about 38%;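 further: enzyme fragment complementation signal reports receptor beta-arrestin coupling in cells; 0% = agonist plus DMSO wells and 100% = wells without agonist; some results beyond the cut were filed as inactive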
# CCR6 antagonist: blocks CCL20-driven beta-arrestin recruitment at human CCR6; 0.49% of 340,000 active; CHO-K1 CCR6 PathHunter beta-arrestin, luminescence, CCL20-stimulated; inhibition, % at 20 µM;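 active means compounds whose inhibition of the agonist-driven luminescence signal at 20 µM reaches about 50%, limit read from the data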;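 further: cells stimulated with CCL20 at 14 nM final; plate controls were DMSO with CCL20 for no effect and DMSO without agonist for full effect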
# CXCR6 block: blocks human CXCR6 beta-arrestin recruitment. 0.36% of 360,000 active. AID 602244. CHO-K1 PathHunter CXCR6 beta-arrestin, luminescence. inhibition, % at 20 µM; in the data active means inhibition above about 34%, passing the limit was not always enough;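 further: antagonist mode with CXCL16 agonist at 10 nM final; 0% = 10 nM CXCL16 with DMSO and 100% = unstimulated wells without agonist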
# Target sequence (O00574 whole entry, looked up): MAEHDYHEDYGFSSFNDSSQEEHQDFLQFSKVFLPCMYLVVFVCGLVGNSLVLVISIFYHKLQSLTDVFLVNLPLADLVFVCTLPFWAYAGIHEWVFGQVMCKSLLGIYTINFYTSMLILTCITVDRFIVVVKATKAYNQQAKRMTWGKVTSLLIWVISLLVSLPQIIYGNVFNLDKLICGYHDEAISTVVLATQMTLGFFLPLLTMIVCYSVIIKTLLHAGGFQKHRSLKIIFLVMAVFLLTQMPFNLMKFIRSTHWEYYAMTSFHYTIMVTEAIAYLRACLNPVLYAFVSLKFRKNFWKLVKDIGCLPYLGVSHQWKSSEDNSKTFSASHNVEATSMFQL
# * hit, by the source's call; u = inconclusive; x = no result given.
# The opening 3 entries as a preview:
SMILES,UBC13 inh,Gli-Sufu block,APJ ag,ATG4B inh,APJ antag,EBI2 block,CCR6 antagonist,CXCR6 block
C=CCn1c(-c2ccc(OC)cc2)nc2nc3ccccc3nc21,26.2,-2.8,-2.5,-2.7,9.4,6.2,-18.8,9.8
CC(C)(C)c1cc(C(=O)NCc2cccnc2)ccn1,3.2,-9.8,-1.4,-1.8,1.5,-4.4,6.3,-7.5
CCOC(=O)C1CCCN(C(=O)c2ccc(S(=O)(=O)N3CCCC3)cc2)C1 (stereo not drawn),-1.4,4.9,-6.2,-4.0,11.1,0.4,5.6,-3.7

# This part in full, previewed entries included:
SMILES,UBC13 inh,Gli-Sufu block,APJ ag,ATG4B inh,APJ antag,EBI2 block,CCR6 antagonist,CXCR6 block
C=CCn1c(-c2ccc(OC)cc2)nc2nc3ccccc3nc21,26.2,-2.8,-2.5,-2.7,9.4,6.2,-18.8,9.8
CC(C)(C)c1cc(C(=O)NCc2cccnc2)ccn1,3.2,-9.8,-1.4,-1.8,1.5,-4.4,6.3,-7.5
CCOC(=O)C1CCCN(C(=O)c2ccc(S(=O)(=O)N3CCCC3)cc2)C1 (stereo not drawn),-1.4,4.9,-6.2,-4.0,11.1,0.4,5.6,-3.7
O=C(CN(Cc1cccs1)C(=O)CNS(=O)(=O)c1ccc(Cl)cc1)NCc1ccco1,4.6,-4.1,-2.7,1.9,14.3,8.2,2.5,8.0
Cc1ccc(-c2cc(C(=O)NN3CCOCC3)c3cc(Br)ccc3n2)o1,-0.6,1.2,-1.6,-6.4,26.2,-2.8,-2.6,-0.1
CC(C)=C1C2CCC1C(C(=O)Nc1cc(C)cc(C)c1)C2C(=O)O (stereo not drawn),3.5,5.7,-1.0,11.9,-14.9,0.6,5.5,0.8
O=C(/C=C/c1ccco1)NCc1ccccn1,3.3,-7.3,-3.5,-14.2,12.3,-1.8,13.9,-10.1
OC(CCCCN1CCCCC1)c1ccccc1 (stereo not drawn),-8.6,1.4,-3.9,-12.8,-10.2,-2.9,-7.7,-4.1
O=C(COC(=O)Cc1n[nH]c(=O)c2ccccc12)NNC(=O)c1ccc(Br)cc1,1.6,-2.3,-1.6,-39.3,-6.8,-10.2,-0.2,-1.8
Cc1ccc(CN2CC(C(=O)N3CC(C)CC(C)C3)CC2=O)cc1 (stereo not drawn),9.9,-8.5,0.0,-7.7,11.1,-1.9,1.4,-1.7
CCOc1ccc2oc(C(=O)NCc3nc4ccccc4[nH]3)c(C)c2c1,8.5,3.4,6.1,-3.7,-11.2,1.4,-20.3,-12.0
O=C(COC(=O)Cc1ccsc1)Nc1ccccc1Cl,2.3,-2.8,1.7,-12.0,1.0,-16.6,3.3,-1.7
N#CCSc1nnc(-c2cccnc2)n1-c1ccccc1,-4.6,-20.1,-3.2,3.8,6.6,-4.7,-0.5,-2.5
CC(=O)c1cn(CC(=O)Nc2ccccc2)c2ccccc12,29.2,14.9,-4.1,-6.3,-8.2,-6.8,10.9,-12.3
O=C(N/N=C\c1ccc(Cl)cc1)c1sccc1-n1cccc1,2.6,9.6,4.9,2.2,15.6,18.1,13.9,-3.9
Cc1c(NC(=O)c2noc(C(C)C)c2[N+](=O)[O-])c(=O)n(-c2ccccc2)n1C,-13.9,6.6,0.9,-5.6,11.7,0.5,6.6,1.0
CC(=O)c1ccc(OCC(=O)N2CCCC(Nc3ccc(C)c(C)c3)C2)cc1 (stereo not drawn),1.9,-0.1,2.2,-4.7,8.1,8.8,7.6,-4.3
COc1ccc(C(=O)c2c(-c3ccc(OC)cc3)oc3ccc(-c4cc(OC)c(OC)c(OC)c4)cc23)cc1,u,8.5,-1.4,-3.6,-62.3,3.9,10.8,7.8
COCCNC(=O)COC(=O)/C=C/c1c(C)nn(Cc2ccc(Cl)cc2Cl)c1Cl,-0.7,0.6,-5.1,-9.1,3.6,8.5,-6.8,-3.4
Cc1noc(C)c1COC(=O)CCc1nc2ccccc2s1,6.2,-1.1,-0.4,-4.4,-5.1,-2.2,-1.7,-6.6
COc1ccc(C(=O)N(C)Cc2cnn(Cc3ccccc3)c2)cc1S(=O)(=O)N1CCOCC1,-10.4,-14.3,-4.8,0.5,5.3,0.2,3.5,-6.6
O=C(CSc1nc2[nH]c(=O)cc(O)c2s1)Nc1cc(Cl)cc(Cl)c1,-13.5,-11.2,-1.1,-8.8,3.7,4.6,15.8,-5.2
CC(=O)N1CCN(S(=O)(=O)c2cccc(C(=O)N(Cc3ccccc3)c3ccc(C)cc3)c2)CC1,2.2,5.7,14.6,-3.8,-37.7,1.3,7.1,4.2
O=C(NCC1CCCN1S(=O)(=O)c1cccs1)c1ccc(F)c(F)c1 (stereo not drawn),-3.4,0.8,10.4,-0.9,-4.6,0.9,9.2,0.7
S=c1[nH]nc([C@@H]2C[C@H]2c2ccccc2)n1-c1ccccc1,-11.1,3.0,1.4,0.5,-20.2,-1.3,1.9,-1.8

# (listing goes on)
SMILES,UBC13 inh,Gli-Sufu block,APJ ag,ATG4B inh,APJ antag,EBI2 block,CCR6 antagonist,CXCR6 block
Cc1cc(-c2ccccc2)cc(=O)[nH]1,x,2.7,x,-5.8,x,-1.3,3.5,2.9
O=C(NNC(=O)c1sccc1-n1cccc1)Nc1ccccc1,-1.8,0.5,-1.0,2.4,5.5,-0.9,6.7,-6.4
O=C(CCc1nnc2ccc(NCc3ccccc3Cl)nn12)NC1CCCCC1,-2.1,36.2,-1.0,-5.3,10.9,1.3,20.1,2.7
CC(C)OCC(O)CCc1n[nH]c(=S)n1-c1ccccc1 (stereo not drawn),3.3,5.0,-0.6,3.8,6.2,0.2,-15.4,6.7
CC(=O)Nc1ccc(NC(=O)CSc2nnc(CC(C)O)n2-c2ccccc2)cc1 (stereo not drawn),-2.7,-5.8,-3.9,-0.8,14.2,-20.1,0.4,-2.1
CC1CC(CC(C)C(=O)Nc2nncs2)C(=O)O1 (stereo not drawn),-0.1,0.8,-3.5,0.5,10.7,-9.0,-4.3,1.3
Brc1csc(C=Nc2ccc3c(c2)OCCOCCOCCOCCO3)c1,-19.6,1.0,-1.0,-0.4,-2.1,-9.0,-3.8,-5.0
CCOC(=O)CN(C(=O)CNC(=O)c1cccs1)C(C(=O)NC1CCCC1)c1ccncc1 (stereo not drawn),6.2,-5.4,-3.6,-4.7,-4.4,-2.6,-3.7,-3.9
COc1cccc2c(=O)n(CC(=O)Nc3ccc(F)cc3F)ccc12,-1.5,1.9,0.6,-8.2,-73.6,-4.3,-0.8,-1.7
N/C(=N\N=C\c1ccco1)SC1CC(=O)N(c2ccc(C(=O)O)cc2)C1=O (stereo not drawn),-18.4,-3.5,-3.4,-10.7,-9.0,-5.0,0.7,5.4
Cc1ccc(C(=O)Nc2ccc3cn[nH]c3c2)cc1S(=O)(=O)N1CCOCC1,-3.8,-24.2,-1.7,-20.9,-1.2,-7.0,7.2,-9.1
CCCc1noc2c1/C(=N\O)CC(c1ccccc1)C2 (stereo not drawn),2.4,-60.3,-1.5,12.5,12.6,3.0,-16.1,3.0
Cc1ccc(NC(=O)n2ccc(-c3ccc(-n4ccnc4)cc3)n2)cc1,-2.5,-57.3,-1.2,-7.6,8.8,-1.9,5.7,5.8
O=C(Cc1c(O)c2ccccc2[nH]c1=O)N(Cc1ccccc1)Cc1ccccc1,4.2,5.7,-4.4,5.3,7.9,9.0,13.2,17.4
CC1CC(C)(C)NC(=S)N1CCC(=O)N1CCN(Cc2ccccc2)CC1 (stereo not drawn),-2.4,-4.0,-2.5,2.7,-5.0,-2.7,-3.1,-9.3
Cc1cc(C)c(CN2CCN(Cc3ccc(C)o3)C(CCO)C2)c(-n2cccn2)c1 (stereo not drawn),0.5,8.2,-3.4,-5.1,12.4,9.6,8.1,10.4
CCc1ccc(C2CC(=O)Nc3c2c(=O)nc2c(C)cccn32)cc1 (stereo not drawn),19.8,4.7,-0.8,-1.8,-5.4,5.7,-3.9,-5.5
CCOC(=O)c1c2n(c3ccc(O)cc13)CCC2,10.0,-3.3,-2.6,-9.8,9.7,1.4,0.2,2.9
O=C(c1sccc1-c1ccccc1)N1CCN(S(=O)(=O)c2ccccc2F)CC1,2.6,-3.6,5.6,-5.4,-5.1,-3.7,13.2,-8.3
O=c1c2ccccc2nnn1CSc1nnc(-c2ccco2)o1,-11.8,-21.0,0.9,-5.4,15.9,-3.2,19.5,-8.7
COc1cc(C(=O)NCc2ccc3c(c2)OCO3)ccc1OCc1c(C)noc1C,-8.3,0.0,-0.3,-10.2,0.6,0.7,-3.9,8.6
O=C(OCC(=O)N1CCCC1=O)c1nc(Cl)ccc1Cl,0.4,-5.6,-0.4,-1.5,12.5,-7.4,-2.1,-6.6
COc1cc(-n2c(=O)c3ccccc3n(Cc3cccc(F)c3)c2=O)cc(OC)c1OC,-4.2,6.9,-0.3,-3.3,6.1,-19.2,-0.3,6.0
S=c1[nH]c2ccc(Cc3ccc4[nH]c(=S)[nH]c4c3)cc2[nH]1,5.3,0.4,7.5,-3.2,-17.7,-12.7,-2.2,-6.6
CC(=O)c1cccc(NC(=O)C(CC(C)C)NC(=O)C2CCCCC2)c1 (stereo not drawn),6.4,0.2,-1.6,3.1,14.0,8.6,13.4,-4.4

# 5 of the entries above in order of the EBI2 block value, low to high.
structure	EBI2 block
COc1cc(-n2c(=O)c3ccccc3n(Cc3cccc(F)c3)c2=O)cc(OC)c1OC	-19.2
O=C(OCC(=O)N1CCCC1=O)c1nc(Cl)ccc1Cl	-7.4
O=C(c1sccc1-c1ccccc1)N1CCN(S(=O)(=O)c2ccccc2F)CC1	-3.7
O=c1c2ccccc2nnn1CSc1nnc(-c2ccco2)o1	-3.2
Cc1ccc(NC(=O)n2ccc(-c3ccc(-n4ccnc4)cc3)n2)cc1	-1.9

# The listing continues.
SMILES,UBC13 inh,Gli-Sufu block,APJ ag,ATG4B inh,APJ antag,EBI2 block,CCR6 antagonist,CXCR6 block
Cc1ccccc1NC(=S)N/N=C/c1ccc(O)cc1O,38.1,-12.1,-4.0,-5.1,-5.6,3.4,17.8,8.9
CCOC(=O)C1=C(C)N(CC(C)C)C(=O)C1,-4.6,4.0,-2.8,5.8,-1.7,-2.9,3.9,-0.9
COC(=O)c1cccc(C23CC4(C2)[C@H](CN(Cc2cccnc2)[C@@H]4c2ccccc2)C3c2ccccc2)c1 (stereo partly drawn),-11.7,-22.5,-1.3,-6.3,-5.7,4.2,6.9,-0.8
COc1cccc(S(=O)(=O)Nc2cccc(C(=O)N3CCCC3)c2)c1,-15.3,1.3,3.2,-8.5,-9.1,-16.4,5.7,5.7
O=C(CN(Cc1ccco1)C(=O)CNS(=O)(=O)c1ccc(F)cc1)NCc1ccc(F)cc1,-3.4,3.9,-3.0,-4.9,-8.7,5.2,7.6,2.2
CC(=O)c1c(C)[nH]c(C(=O)CSc2nnc3ccccn23)c1C,-6.4,-11.1,-2.2,2.3,-19.1,-1.1,-6.5,3.1
CCN(CC)c1nc2ccccc2c(N)c1-c1ccccc1,1.6,17.6,0.4,15.4,11.5,9.9,-8.5,-3.7
COc1cccc(NC(=O)CSc2nnc3cc(C)nc(N)n23)c1,7.7,1.6,-3.6,-0.9,-14.2,1.9,3.9,-4.1
Cc1scc(-c2n[nH]c(=S)n2Cc2ccccc2)c1C,-19.2,-4.7,-0.7,1.0,12.8,12.7,11.0,9.7
O=C(Cn1c(C(F)(F)F)nc2ccccc21)c1ccccc1,6.4,-1.2,-3.8,4.3,6.6,-8.1,5.0,0.3
CCC(=O)c1ccc(O)c(OC)c1,0.1,1.1,-4.5,0.9,-6.6,-4.3,6.9,-3.6
CCCn1c(SCC(=O)c2c(N)n(C3CC3)c(=O)[nH]c2=O)nnc1-c1ccncc1,-1.3,-2.3,-3.1,-1.4,-1.0,-1.3,4.7,4.4
O=C(CCCOc1cccc(Br)c1)NC1CCC(O)CC1 (stereo not drawn),5.1,-0.6,-5.4,1.8,7.5,-9.4,13.2,-3.6
CC(CNC(=O)CCS(=O)(=O)c1cc2c(cc1Cl)NC(=O)CO2)c1ccccc1 (stereo not drawn),8.1,-0.5,-1.4,-3.2,-54.3,0.2,2.9,2.6
